High-throughput results (PubChem BioAssay)
TDP1 cell noCPT – qHTS for Inhibitors of human tyrosyl-DNA phosphodiesterase 1 (TDP1): qHTS in cells in absence of CPT; DT40 Tdp1-/- hTDP1 cells, no CPT, ATP luminescence, 48 h; Potency, µM (doses to about 46.2 µM), for inactives: top-dose activity change, negative = growth inhibition, actives largely listed as inhibitors; 15% of 420,000 active; AID 686978, 2013; note: nearly all actives have a fitted effect of over 55% in size
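Cells were dispensed at 400 per well, compounds added by pin tool, plates incubated ≥48 hr at 37 °C, then CellTiter-Glo added for 30 min at room temperature before luminescence reading. Line: DT40 Tdp1-/- complemented with hTDP1; camptothecin omitted.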
KAT2A inh – qHTS Assay for Inhibitors of GCN5L2 | Histone acetyltransferase KAT2A (Homo sapiens), Q92830 | Potency, µM (highest dose often 58.9 µM), for the others: at the top dose activity change, negative = inhibition, usual class: inhibitors | GCN5L2 HAT assay, ThioGlo1 CoA-SH fluorescence | 0.21% of 390,000 active
Target sequence (Q92830 whole entry, looked up): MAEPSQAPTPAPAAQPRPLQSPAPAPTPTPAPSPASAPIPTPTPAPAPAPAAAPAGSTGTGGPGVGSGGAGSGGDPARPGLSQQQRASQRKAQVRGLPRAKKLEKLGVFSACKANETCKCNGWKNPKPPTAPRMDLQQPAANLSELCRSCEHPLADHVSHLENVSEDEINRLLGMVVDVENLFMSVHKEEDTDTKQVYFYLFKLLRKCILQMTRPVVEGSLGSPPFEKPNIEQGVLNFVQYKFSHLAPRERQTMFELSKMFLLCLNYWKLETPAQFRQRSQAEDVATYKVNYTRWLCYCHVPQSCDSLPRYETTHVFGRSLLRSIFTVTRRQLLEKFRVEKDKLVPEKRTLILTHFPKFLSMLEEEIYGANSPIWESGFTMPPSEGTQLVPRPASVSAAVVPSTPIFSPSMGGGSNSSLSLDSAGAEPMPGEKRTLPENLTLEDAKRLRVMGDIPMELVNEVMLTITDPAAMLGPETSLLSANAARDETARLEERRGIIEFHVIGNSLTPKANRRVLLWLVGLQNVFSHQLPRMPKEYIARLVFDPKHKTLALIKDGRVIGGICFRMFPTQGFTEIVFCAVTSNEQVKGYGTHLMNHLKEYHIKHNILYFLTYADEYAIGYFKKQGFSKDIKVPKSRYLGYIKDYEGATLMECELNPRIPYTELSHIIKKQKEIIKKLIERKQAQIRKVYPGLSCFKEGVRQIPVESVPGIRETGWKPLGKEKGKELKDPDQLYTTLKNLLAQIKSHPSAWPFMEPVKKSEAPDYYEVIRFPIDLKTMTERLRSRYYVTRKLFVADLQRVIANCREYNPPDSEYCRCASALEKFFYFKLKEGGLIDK
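qHTS, 1536-well. 20nM enzyme, pH 7.5 HEPES/EDTA/Tween-20 buffer; 15 min compound preinc., RT. Start: 75uM H3(1-25), 70uM AcCoA, 50uM ThioGlo1. Read Ex340/Em540 at t=0 (autofluorescence flag) and t=20 min.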
DT40 TDP1 CPT – qHTS for Inhibitors of human tyrosyl-DNA phosphodiesterase 1 (TDP1): qHTS in cells in presence of CPT. chicken DT40 Tdp1-/-;hTDP1 cells + 20 nM CPT, ATP luminescence, 48 h. Potency, µM (top dose mostly 46.2 µM), for inactives: top-dose activity change, negative = growth inhibition, hits mostly inhibitors. 12% of 420,000 active. AID 686979, 2013; note: nearly all actives have a fitted effect of over 55% in size
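Chicken DT40 Tdp1-/- cells stably complemented with human TDP1 were seeded at 400 cells/well in medium containing 20 nM camptothecin, exposed to pin-transferred compounds, and grown at 37 °C for at least 48 hr. Viability was read as ATP luminescence.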
* = called active by the depositor; ? = inconclusive; . = no result given; & = joins results of further samples; ! = not active in a repeat. Calls come from the whole dose curve; as a rule, active = well fitted curve in the direction sought with a large enough effect; inconclusive = small, poorly fitted or top-dose-only effect, or another doubt; inactive = no such curve, though single readings can be large; an effect the other way counts as inactive or inconclusive. % is set by controls: 0 for no effect and ±100 for the full control effect; potency is the fitted concentration of half-maximal effect.

Start of the listing, in advance:
smiles | TDP1 cell noCPT | KAT2A inh | DT40 TDP1 CPT
CCOc1ccccc1NC(=O)Cn1c(=O)n(CC(=O)NCc2ccccc2Cl)c(=O)c2sccc21 | 9.2µM* | -1% | 8.2µM*
Cc1c(C(=O)N2CCCC2)c(S(=O)(=O)Nc2ccccc2)c(C)n1C | 30% | -2% | -4%

Results, repeating the preview:
smiles | TDP1 cell noCPT | KAT2A inh | DT40 TDP1 CPT
CCOc1ccccc1NC(=O)Cn1c(=O)n(CC(=O)NCc2ccccc2Cl)c(=O)c2sccc21 | 9.2µM* | -1% | 8.2µM*
Cc1c(C(=O)N2CCCC2)c(S(=O)(=O)Nc2ccccc2)c(C)n1C | 30% | -2% | -4%
Cc1cccc(/C=N/n2c(C)cc(C)c(C#N)c2=O)c1 | 0% | -3% | -2%
S=C1NCN(CCc2ccccc2)CN1 | -9% | -2% | -2%
COCC(=O)Nc1cc(C)cn(Cc2cccc(C(F)(F)F)c2)c1=O | -3% | -4% | -6%
Cc1ccc(S(=O)(=O)Nc2cc3c4c(c2)CCN4C(=O)CC3)cc1 | ? | -1% | -7%
O=C(CN1CCN(c2ccccn2)CC1)N1c2ccccc2Sc2ccc(C(F)(F)F)cc21 | -50% | -12% | -43%
Cc1nc(NC(=O)c2c(-c3ccccc3)noc2C)sc1C(=O)N(C)C | 25% | -4% | -4%
CCCCN(CCCC)C1=C(C(=O)c2ccccc2)N(C)S(=O)(=O)c2ccccc21 | ? | -10% | ?
O=C(COC(=O)c1ccc([N+](=O)[O-])o1)Nc1ccc(N2CCOCC2)cc1 | 27% | -3% | -26%
CC1=NN(C(=O)CCc2ccccc2)C(O)(c2ccncc2)C1 (stereo not given) | 17% | 7% | 3%
O=C(O)c1ccc(Nc2nc3c(s2)CCCC3)cc1 | -9% | 18% | 14%
O=C(O)c1cnn(-c2nc(-c3cccc(F)c3)cs2)c1C(F)(F)F | -4% | 4% | -1%
O=C(C[n+]1cccc2cccc(O)c21)c1ccc(F)cc1 | ? | . | 7.1µM*
COc1ccc(N2CCN(C(=O)Cc3cccs3)CC2)cc1 | -11% | -11% | -20%

Other records:
smiles | TDP1 cell noCPT | KAT2A inh | DT40 TDP1 CPT
Cc1[nH]c(C)c(S(=O)(=O)N2CCC(C)CC2)c1C(=O)N1CCCC1 | 3% | 1% | -6%
Cc1ccc2c(c1Br)C(O)(CC(=O)c1ccc(F)cc1)C(=O)N2 (stereo not given) | ? | -2% | -16%
CSCC[C@H](NC(=O)c1ccc(Br)o1)c1nnc2ccccn12 | ? | -10% | ?
COCCCNc1cc(C)nc2ccccc12 | 9% | 1% | -4%
CC(C)(C)NC(=O)C(c1cccs1)N(CC1CCCO1)C(=O)c1ccc(-c2ccccc2)[nH]1 (stereo not given) | 21µM* | -14% | 23µM*
NS(=O)(=O)c1ccc(NC(=O)COC(=O)CC2Sc3ccccc3NC2=O)cc1 (stereo not given) | 1% | 0% | 0%
C/C(=N\Nc1ccc(F)cc1)c1ccc(N2CCOCC2)c(F)c1 | 4% | ? | -25%
CN(C(=O)COc1ncnc2sccc12)C1CCCCC1 | 7% | 0% | 14%
NC(=O)OC[C@@H]1[C@H](NC(=O)/C(=N\OCC(=O)O)c2csc(N)n2)C(=O)N1S(=O)(=O)O | -13% | . | 0%
CCOC(=O)Cn1c(=O)c2c(nc3n2CCS3)n(C)c1=O | 13% | 1% | -12%
COc1ccc(Cc2c(-c3ccc(F)cc3)nc3ccc(Br)cn23)c(C)c1 | ? | . | -29%
CCN(CC(=O)Nc1ccc(NC(C)=O)cc1)C(=O)CCCc1nc2ccccc2s1 | 9% | -1% | -2%
COc1ccc(S(=O)(=O)NCCCCC(=O)O)cc1C(=O)O | 10% | -4% | 19%
CCC(=O)Nc1cccc(C(=O)c2ccc(C)c(C)c2)c1 | 21µM* | -12% | -29%
S=C(NCc1ccc2[nH]c3c(c2c1)CCCC3)Nc1ccccc1Cl | ? | -6% | ?

Complete entries from above.
`Cc1[nH]c(C)c(S(=O)(=O)N2CCC(C)CC2)c1C(=O)N1CCCC1` is entered as TDP1 cell noCPT: 3%; KAT2A inh: 1%; DT40 TDP1 CPT: -6%
`COc1ccc(Cc2c(-c3ccc(F)cc3)nc3ccc(Br)cn23)c(C)c1` is entered as TDP1 cell noCPT: ?; KAT2A inh: .; DT40 TDP1 CPT: -29%

Next structures.
smiles | TDP1 cell noCPT | KAT2A inh | DT40 TDP1 CPT
Cc1cccc(OC(C)C(=O)N2CCc3ccccc3C2)c1 (stereo not given) | ? | -1% | -14%
O=S1(=O)CCN2C(Cc3ccc(SC(F)F)cc3)=CSC2=N1 | ? | -8% | -10%
CC(=O)c1c(Nc2ccc3c(c2)OCCO3)oc(C)cc1=O | 3% | -7% | -11%
COc1ccc(C)cc1NC(=O)CN(C)S(=O)(=O)c1cc(C)ccc1OC | ? | -7% | -25%
COc1cc(C(=O)NCCC(c2ccccc2)c2ccccc2)cc(OC)c1OC | ? | -3% | ?
CN1C(=O)c2ccccc2Sc2ccc(NC(=O)NC3CC3)cc21 | ? | 0% | ?
CC(C)[C@H]1COCCS(=O)(=O)N1Cc1ccccc1-c1cccc(Cl)c1 | ? | -11% | ?
CC(C)S(=O)(=O)C/C(N)=N/OC(=O)c1cc(Cl)cc(Cl)c1 | -7% | -3% | 11%
CC(C)N(Cc1ccccc1)C(=O)COC(=O)C1CCCCC1 | -5% | -5% | 5%
CC(=Nc1ccc2c(c1)nc(CO)n2C)C1=C(O)CC(C)(C)CC1=O | -4% | -8% | 8%
CC[n+]1c(-c2ccccc2)csc1Nc1c(C)n(C)n(-c2ccccc2)c1=O | -39% | -5% | ?
CCOc1ccc(NC(=O)C2CC(=O)N(C)C(=Nc3ccc4c(c3)OCO4)S2)cc1 (stereo not given) | 2% | -16% | -16%
COc1cc([N+](=O)[O-])ccc1NC(=O)N1CCC2(CC1)Nc1cc(F)ccc1-n1cccc12 | ? | -10% | ?
Cc1ccccc1OCC(=O)NNC(=O)c1cc(S(=O)(=O)N(C)C)ccc1N1CCCC1 | -23% | -5% | -16%
O=C(NC(=S)Nc1c(Cl)cc(Cl)cc1Cl)c1ccccc1 | 9.2µM* | . | 23µM*

(listing goes on)
smiles | TDP1 cell noCPT | KAT2A inh | DT40 TDP1 CPT
Cc1ccc(-c2nc(SCC(N)=O)c(C#N)c3c2CCCC3)cc1 | -5% | -3% | -27%
CC(=O)c1cc2c(cc1N/C(=N/S(=O)(=O)c1ccc(C)cc1)c1ccccc1)OCO2 | ? | -1%&-10% | 23µM*!
Cc1ccc(SCc2cc(=O)n3[nH]c(C)nc3n2)cc1 | ? | -3% | -14%
CC1CCCC(C)N1C(=O)COC(=O)c1ccc(Br)o1 (stereo not given) | 5% | -3% | 3%
COc1ccc(Cc2nnc(NC(=O)Nc3ccc(F)cc3)s2)cc1OC | ? | -6% | ?
O=C(NCc1ccco1)c1cnc2sccn2c1=O | -1% | -5% | 9%
CCOc1ccc(NC(=O)CSc2cn(CC(=O)N3CCCCCC3)c3ccccc23)cc1 | ? | -6% | 23µM*
CCOC(=O)NCc1ccc(S(=O)(=O)Nc2ccc(C)cc2)cc1 | -61% | -3% | ?
Cc1nc2sc(-c3ccccc3)cc2c(=O)[nH]1 | ? | -5% | ?
CCn1nc(C)c(CNCc2cn[nH]c2-c2cc3ccccc3o2)c1C | -26% | -2% | -29%
CC(=O)c1ccc(NC(=O)C(C)OC(=O)C(C)Oc2cccc(C)c2)cc1 (stereo not given) | 15% | -8% | 6%
C[C@H](CO)N1C[C@H](C)[C@@H](CN(C)Cc2ccc(C(=O)O)cc2)Oc2ccc(NS(C)(=O)=O)cc2C1=O | 4% | 3% | 0%
COc1ccc(Cl)cc1C(=O)NNC(=O)c1cccc([N+](=O)[O-])c1 | -29% | -15% | 4%
O=C1C(Sc2cccc(F)c2)=C[C@@]2(O)CC[C@@H](O)[C@]1(Sc1cccc(F)c1)[C@H]2O | ? | . | 16µM*
CN(CC(=O)Nc1ccc(F)cc1)C(=O)CSc1ccc2c(c1)OCCO2 | 4% | 4% | 0%

Sorted by molar mass (smallest number first): some entries from above
smiles | TDP1 cell noCPT | KAT2A inh | DT40 TDP1 CPT
O=C(NCc1ccco1)c1cnc2sccn2c1=O | -1% | -5% | 9%
COc1ccc(Cl)cc1C(=O)NNC(=O)c1cccc([N+](=O)[O-])c1 | -29% | -15% | 4%
CC(=O)c1ccc(NC(=O)C(C)OC(=O)C(C)Oc2cccc(C)c2)cc1 (stereo not given) | 15% | -8% | 6%
CC(=O)c1cc2c(cc1N/C(=N/S(=O)(=O)c1ccc(C)cc1)c1ccccc1)OCO2 | ? | -1%&-10% | 23µM*!
CCOc1ccc(NC(=O)CSc2cn(CC(=O)N3CCCCCC3)c3ccccc23)cc1 | ? | -6% | 23µM*

(next part)
smiles | TDP1 cell noCPT | KAT2A inh | DT40 TDP1 CPT
BrC(=C\c1ccccc1)/C=N/N1CCN(c2ccccn2)CC1 | 2.6µM* | -10% | 0.33µM*
COc1ccc(-c2cc(C(=O)OCC(=O)N(C)C3CCS(=O)(=O)C3)c3ccccc3n2)cc1OC (stereo not given) | ? | -9% | ?
COc1ccccc1N1CCN(Cc2cc3c(cc2O)OCO3)CC1 | -17% | 2% | -7%
CC(C(=O)Nc1ccccn1)c1ccccc1 (stereo not given) | 2% | -10% | 0%
O=C(Nc1ccc(F)cc1)C1CC(=O)N(Cc2ccco2)C1 (stereo not given) | 0% | -3% | -3%
CC(=O)N/N=C/C1=CCC2CC1C2(C)C (stereo not given) | 12% | -3% | 0%
O=C(Nc1cccnc1)/C(N=Nc1c(Cl)cccc1Cl)=C(\O)c1ccccc1 | -3% | -3% | -19%
CCc1nnc(NC(=O)Cc2ccc(OC)c(OC)c2)s1 | 8% | -5% | 0%
CCn1nc(C)c(/C=N/NC(=O)c2c[nH]c3ccccc23)c1C | -15% | 1% | -8%
CC(C)NC(=O)C(=O)NCCCOC(C)C | -1% | 3% | 2%
CSc1cnn(-c2ccccc2)c(=O)c1SC | -3% | -1% | 2%
COc1ccc(S(=O)(=O)NCc2cc(-c3ccccc3Cl)no2)cc1 | 1% | -15% | 16%
O=C(NC(=S)NCc1ccccc1)c1ccccc1F | 1% | 4% | -9%
N#C/C(=C/c1ccc(F)cc1)C(N)=S | -27% | -11% | -13%
COc1cc(/C=C2/N=C(C3CCCCC3)OC2=O)cc(OC)c1OC | -19% | -18% | -21%

Next entries follow.
smiles | TDP1 cell noCPT | KAT2A inh | DT40 TDP1 CPT
COc1ccc(C(=O)Nc2ccccc2C(=O)NC2CC2)c(OC)c1OC | ? | . | -1%
Cc1nc2c(C)cccn2c1/C(O)=C1\C(=O)C(=O)N(CCN(C)C)C1c1cccs1 (stereo not given) | -12% | . | 7%
COc1ccc(S(=O)(=O)N2CCOC2CNC(=O)C(=O)NCCc2ccccc2)cc1 (stereo not given) | ? | ? | ?
Cc1cc(C(=O)NC(=S)Nc2ccccc2N2CCCC2)ccc1[N+](=O)[O-] | -29% | -26% | 7%
COc1ccccc1N(Cc1ccccc1)S(=O)(=O)c1cccc(C(=O)Nc2ncccc2C)c1 | ? | -3% | ?
COC(=O)c1ccccc1NC(=O)COc1ccccc1[N+](=O)[O-] | ? | -6% | 7%
O=C1CC(c2cccc(Cl)c2)C(n2cncn2)C(=O)C1C1NCCc2ccccc21 (stereo not given) | -8% | -1% | -4%
CCCNC(=O)c1cc(S(=O)(=O)N2CCC3(CC2)OCCO3)ccc1F | -18% | . | -11%
CN(Cc1cccs1)C(=O)CCCc1c[nH]c2ccccc12 | ? | -10% | ?
CC(=O)NCCn1c(SCC(=O)c2ccccc2)nc2ccccc2c1=O | ? | 11% | ?
CCN(CC)C(=O)c1sc2c(c1C)c(=O)n(-c1ccc(Cl)c(Cl)c1)c(=O)n2Cc1ccccc1C#N | ? | -10% | ?
O=C(Oc1cccc2ccccc12)c1ccccc1 | ? | . | 4%
CSc1ccccc1NC(=O)CN(C)CC(=O)Nc1ccccc1N1CCOCC1 | ? | -3% | -9%
CC(=O)NCCNc1ncnc2ccc(-c3ccccc3C(F)(F)F)cc12 | ? | -10% | ?
O=[N+]([O-])c1ccc(N/N=C/c2cccc(O)c2O)cc1 | 15µM* | -20% | ?
COc1cc(Cl)c(C)cc1NC(=O)c1ccc2c(SCC(=O)O)c3c(nc2c1)CCCC3 | ? | ? | ?
